# GALR2 blocker – antagonists of human galanin receptor 2 (GALR2). O43603. GALR2-expressing cells, antagonist mode. inhibition, % at 4 µM. 0.39% of 140,000 active. AID 828; in the data active = inhibition above about 27%;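 note: cells stimulated with galanin 1-16 at roughly its EC80; 0% = agonist challenge control and 100% = basal control without agonist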
# Target sequence (O43603 whole entry, looked up): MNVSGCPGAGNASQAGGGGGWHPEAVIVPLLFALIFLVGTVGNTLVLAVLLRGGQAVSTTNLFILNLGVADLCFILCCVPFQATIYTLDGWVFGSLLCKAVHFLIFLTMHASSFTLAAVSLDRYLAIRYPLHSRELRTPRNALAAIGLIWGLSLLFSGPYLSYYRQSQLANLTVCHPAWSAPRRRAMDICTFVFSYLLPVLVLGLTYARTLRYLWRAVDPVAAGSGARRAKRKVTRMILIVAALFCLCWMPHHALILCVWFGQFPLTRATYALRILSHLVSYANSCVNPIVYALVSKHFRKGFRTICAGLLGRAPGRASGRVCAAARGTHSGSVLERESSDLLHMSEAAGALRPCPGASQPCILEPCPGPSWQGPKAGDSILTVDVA
# MRP1 act – MRP-1 activation; viability increase, % at 10 µM; AID 799; 0.61% of 140,000 active; H69AR cells + doxorubicin, viability rescue, CellTiter-Glo;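 active = viability gain under doxorubicin at or above a set limit, the compound median plus 3 SD, cut at about 4.7% in these data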;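 note: MRP-1 overexpressing cells given doxorubicin 25 µM after compound pretreatment; 18-22 h compound pretreatment then 72 h with doxorubicin before readout; 0% = doxorubicin-only wells and 100% = vehicle-treated cells without doxorubicin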
# PTEN del growth – suppresses growth of cells with PTEN deletion. 1.2% of 140,000 active. HCT116 PTEN-null viability, CellTiter-Glo, 60 h; stronger effect = lower value. AID 827. viability, % at 10 µM;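 active = viability at or below a set limit, 4 SD under the median of all tested compounds, cut at about 3.7% in these data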;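 note: PTEN knockout HCT116 line with beta catenin targeted HCT116 as companion control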
# Phagocytosis inh – macrophage phagocytosis inhibition; J774A.1 macrophage IgG-bead phagocytosis, imaging; AID 1029; 0.07% of 110,000 active; inhibition, % at 5 µM;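 active = inhibition above the mean of the plate negative controls plus 5 SD, cut at about 13% in these data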;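 note: phagocytic index as fraction of beads internalized from green versus red external bead signal; plate controls were DMSO negative control for no effect and cytochalasin-D positive control for full effect; some results beyond the cut were filed as inactive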
# Measles CPE – protection of cells from measles virus; protection (pct of control), % at 4 µM; 1.5% of 140,000 active; Measles virus-infected cells, CPE protection, absorbance; in the data active = protection mostly above about 24%, no sharp cut-off; inactive = mostly below about 26%; note: some compounds called inactive have numbers as strong as hits
# HCT116 bCat-KO – beta-catenin-lacking colon tumor cell growth suppression; HCT116 beta-catenin knockout viability, CellTiter-Glo, 60 h; stronger effect = lower value; viability, % at 10 µM; 1.5% of 140,000 active; AID 818;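 active = viability at or under a set limit, the compound median less 4 SD, cut at about 6% in these data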;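 note: 0% = Hyamine 1622 control at 20 µM and 100% = untreated cell control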
# NPY-Y2 antag – antagonists of human neuropeptide Y receptor Y2; P49146; NPY-Y2 expressing cells, antagonist mode; inhibition, % at 2.7 µM; 0.99% of 140,000 active; AID 793; in the data active = inhibition above about 17%;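 note: 0% = vehicle with agonist challenge and 100% = reference antagonist with challenge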
# Target sequence (P49146 whole entry, looked up): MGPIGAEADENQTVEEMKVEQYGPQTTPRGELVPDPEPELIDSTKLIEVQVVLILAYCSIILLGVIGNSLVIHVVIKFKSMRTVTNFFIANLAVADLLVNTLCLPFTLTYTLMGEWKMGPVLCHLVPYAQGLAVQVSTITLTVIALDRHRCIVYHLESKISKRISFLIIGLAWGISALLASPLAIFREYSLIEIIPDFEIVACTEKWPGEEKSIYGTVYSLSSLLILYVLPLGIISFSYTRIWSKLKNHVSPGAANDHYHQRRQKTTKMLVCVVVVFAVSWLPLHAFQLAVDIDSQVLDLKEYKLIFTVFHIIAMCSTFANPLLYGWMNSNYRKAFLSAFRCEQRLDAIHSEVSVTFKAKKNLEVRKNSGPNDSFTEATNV
# Yeast growth inh – reduces growth of yeast BB579 in restrictive medium; inhibition, % at 10 µM; 0.51% of 140,000 active; AID 804; S. cerevisiae BB579 growth, OD615, 48 h;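 active = inhibition above a set limit, 3 SD over the mean compound inhibition, cut at about 44% in these data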; note: inactives centre near -24
#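 test system = yeast BB579 (DeaD) | buffer or medium = restrictive CSMM-D medium | doses = single compound dose of 10 µM, 0.25% DMSO final | times = 4 h preincubation and 48 h exposure at 30 °C | technique = culture absorbance at 615 nm | benchmarks = amphotericin B 10 µg/mL, positive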
# Yeast life ext – extends the lifespan of yeast; S. cerevisiae growth with nicotinamide, OD615; deaD strain in restrictive glucose medium; inhibition of the nicotinamide effect, % at 10 µM; 0.68% of 130,000 active; AID 775;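 active = inhibition above a set limit, placed 3 SD over the median of all compounds, cut at about 26% in these data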;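 note: 0% = nicotinamide-treated wells and 100% = cells grown without nicotinamide; some compounds called inactive have numbers as strong as hits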
#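 Buffer or medium: CSMM-D glucose medium, restrictive; test system: modified budding yeast, DeaD strain; compound: single dose 10 µM compound, 0.25% DMSO; schedule: culture preincubation 4 h, compound exposure 48 h, both 30 °C; detection: optical density (absorbance) at 615 nm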
# E-sel TNF inh – blocks E-selectin expression induced by TNF alpha. 0.71% of 120,000 active. HUVEC TNFa-induced E-selectin immunofluorescence, high content. AID 1246. inhibition, % at 2 µM;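 active = inhibition above the batch mean plus 3 SD, and confirmed as a hit on visual image review, cut at about 43% in these data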;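 note: 0% = TNF-stimulated DMSO wells and 100% = unstimulated control wells; not every result past the cut was called active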
# * = called active by the depositor; / = not tested or not shown; & = joins results of further samples.
SMILES,GALR2 blocker,MRP1 act,PTEN del growth,Phagocytosis inh,Measles CPE,HCT116 bCat-KO,NPY-Y2 antag,Yeast growth inh,Yeast life ext,E-sel TNF inh
COC(=O)c1cc(NCc2ccccc2F)ccc1N1CCOCC1,-12,-0.7,98,0,23,100,-1,5,-6,53
CCOc1c(Br)cc(CNCc2cccs2)cc1OC,-23,-0.2,91,-2,5,92,4,-28,-2,2
O=C1C2C3CCC(C3)C2C(=O)N1CNc1ccccc1 (centres undefined),8,-2.0,93,-12,3,97,1,-40,2,8
COc1cc2[nH]c(=S)n(NC(=O)CC(C)C)c(=O)c2cc1OC,1,-0.4,17,0,8,21,0,-4,31,-13
O=C(c1cccc(Cl)c1)N(Cc1cccs1)C1CCS(=O)(=O)C1 (centres undefined),-12,-3.0,98,2,5,101,1,-4,-25,/
CC(=O)Nc1ccc(NC(=O)c2ccccc2Sc2ccc([N+](=O)[O-])cc2Cl)cc1,3,-3.1,67,-8,/,72,-1,-21,0,/
Cc1cc2nc(SC(C)C(=O)O)[nH]c2cc1C (centres undefined),-25,0.1,90,0,5,83,3,-2,4,-8
O=C(CN1C(=O)C2CC=CCC2C1=O)NC1CCCc2ccccc21 (centres undefined),-1,-0.5,96,1,7,99,5,-27,-2,-1
C#CCOCCOCCOCCNc1nc(N2CCN(C(=O)Cn3cc(CCO)nn3)CC2)nc(N2CCN(C(=O)[C@H](C(C)C)n3cc(CCO)nn3)CC2)n1,-4,0.0,95,/,5,86,1,-1,-1,-3
N#CCC(=O)N1CCn2c1nc1ccccc12,5,-0.1,96,-1,17,94,0,-24,-9,3
CCOc1cc(/C=C(\C#N)C(=O)NCC2CCCO2)ccc1O (centres undefined),1,-3.5,101,-1,10,88,-2,-32,-4,-14
COc1ccc(Nc2nc3ccccc3nc2NS(=O)(=O)c2cccs2)cc1,10,1.5,75,/,1,87,0,-49,-1,-7
NC(=O)c1ccc(NC(=O)c2ccc3c(c2)OCO3)cc1,1,-1.6,100,0,5,91,3,-28,-15,-15
O=C(NCCN1CCOCC1)c1noc2c1CCc1ccccc1-2,6,-2.0,97,-2,13,95,1,-8,-5,-13
CC(C)(C)OC(=O)N1CCC[C@@H]1C(=O)N1CCC(C(=O)O)CC1,12,-2.2,92,0,21,103,3,2,2,5
O=C(OCC(=O)N1CCN(C(=O)c2ccco2)CC1)C1=COCCO1,17,-1.0,110,-1,23*,101,0,-32,-2,-17
CC(=O)c1c(C(C)=O)c(C)n(-c2ccc(N)cc2)c1C,-16,-2.8,98,-2,24,107,3,-21,-27,4
O=C(c1cccnc1)N1CCN(S(=O)(=O)c2ccc3ccccc3c2)CC1,-1,0.6,88,1,6,96,0,28,-9,-17
Cc1ccc(N)cc1CN1CCCC1=O,-2,-0.1,87,-3,3,97,6,-35,0,-11
Cc1ccc(SCc2cc(=O)[nH]c(/N=C(\N)Nc3ccc(C)c(C)c3)n2)cc1,-4,-2.7,83,/,12,87,1,-33,-7,-36
COC(=O)N1CC=CC1(C)C(=O)NCc1cc(F)cc(C(F)(F)F)c1 (centres undefined),3,-3.3,70,/,4,77,0,-58,2,/
CCc1ccc(OCC(=O)NC(=S)Nc2ccc(C(C)=O)cc2)c(Br)c1,2,-0.3,101,-1,9,96,-1,-33,13,-13
Clc1ccc(NC2=NCCC2)cc1Cl,-8,-2.4,88,0,14,96,2,-7,-4,2
CC(=O)N1CCCc2cc(S(=O)(=O)N3CCC(C)CC3)ccc21,4,-0.4,100,-3,14,92,0,-29,2,-22
CCOc1ccc(-n2c(COc3ccccc3)nnc2SCC(N)=O)cc1,6,-0.5,115,-1,/,99,-2,-29,-4,3

# Continued.
SMILES,GALR2 blocker,MRP1 act,PTEN del growth,Phagocytosis inh,Measles CPE,HCT116 bCat-KO,NPY-Y2 antag,Yeast growth inh,Yeast life ext,E-sel TNF inh
COc1ccc(S(=O)(=O)N(C)C)cc1NCC(=O)Nc1ccc(F)cc1F,3,-1.2,101,/,13,101,-2,-37,1,/
CC(=O)Nc1ccc(S(=O)(=O)Nc2nc(CN3CCOCC3)nc3sc4c(c23)CCCC4)cc1,-9,-1.4,102&91,0,5,97,-1,-49,-4,-3
CCN1C(=O)/C(=C/c2cn(C)nc2C)SC1=S,1,-2.6,80,-1,5,80,2,-2,-9,-1
Cc1ccc(S(=O)(=O)NC(C)(C)CSc2nnc(Nc3ccccc3)s2)cc1,-3,-4.9,24,-2,26,28,2,-9,-11,7
O=C(NC1CCS(=O)(=O)C1)/C(=C\c1ccccc1)NC(=O)c1ccccc1 (centres undefined),-6,-1.3,96,/,7,101,2,-8,0,/
CC1CCCN(CCCOc2ccc(Cl)cc2Br)C1 (centres undefined),-20,-2.9,67,-1,8,74,7,-8,-2,-2
O=c1c(C(c2ccccc2)c2c(O)nc3n(c2=O)CCCS3)c(O)nc2n1CCCS2,1,-1.6,89,/,4,95,2,-23,-1,-8
COc1cccc(NC(=O)c2ccccc2-c2nc(-c3ccc(F)cc3)no2)c1,-4,0.2,79,/,25,86,8,-76,-18,11
COc1ccc(C(=O)/C=C/Nc2cccc(O)c2)cc1,-20,-0.7,92,1,15,99,6,0,-14,7
CCOC(=O)c1cc2c(=O)n3ccccc3nc2n(CC(C)C)c1=NC(=O)c1c(-c2c(F)cccc2Cl)noc1C,-3,-3.5,57,-2,5,66,1,-35,4,-61
O=C(NC1(C(F)(F)F)C(=O)Nc2c1c(=O)[nH]c(=O)n2-c1ccccc1)c1cccnc1 (centres undefined),4,-1.2,102,1,32,98,7,-22,-2,/
CCS(=O)(=O)NCC(c1ccco1)N1CCN(c2ccccc2F)CC1 (centres undefined),-13,-1.5,97,0,12,84,0,-19,3,-7
CCCC(=O)Nc1cccc(C(=O)Nc2nccs2)c1,8,0.5,105,1,18,98,1,-5,-9,/
c1csc(-c2nc3nc4ccccc4nc3n2Cc2ccc3c(c2)OCO3)c1,-1,0.5,25,0,8,41,9,-7,-8,34
Brc1c(CSc2nc3ccccc3s2)nc2ncccn12,-4,-1.4,89,-13,28,84,2,-34,-7,12
CN1CCN(CC(=O)Nc2sc3c(c2C#N)CCC(C(C)(C)C)C3)CC1 (centres undefined),13,-2.5,3.4*,5,7,3.3*,3,20,-13,16
Cn1c(=O)oc2cc(S(=O)(=O)NCCC(=O)NC3CCCc4ccccc43)ccc21 (centres undefined),-1,-1.9,97,-1,1,86,3,-41,-2,-24
CCn1c(Cc2ccccc2)nnc1SCC(=O)Nc1nc(C)c(C)s1,3,-3.5,97,0,11,93,3,-10,1,14
CCc1ccccc1NC(=O)N[C@H](C(=O)O)C(C)C,-9,0.0,102,-2,5,103,1,-59,-7,6
Cc1ccc(OCCC(=O)OCC(=O)Nc2ccc(Cl)cn2)cc1,-9,-0.8,98,0,4,94,6,-44,20,26
CCOC(=O)C1=C(c2ccccc2)N=c2s/c(=C\c3cccc(O)c3)c(=O)n2C1c1cccs1 (centres undefined),4,-5.1,1.5*,/,30,1.5*,1,-38,3,-37
COc1ccc(-c2noc(-c3ccccc3C(=O)Nc3cccnc3)n2)cc1,-10,-1.6,80,-1,7,86,3,-18,-14,-3
O=C(c1ccco1)N1CCN(C(c2ccccn2)c2nnnn2C2CCCC2)CC1 (centres undefined),-4,-1.8,104,/,5,101,3,-24,-7,-14
COc1ccc(Cl)cc1C(=O)NCc1cn(C)nc1C,8,-1.2,88,/,42*,88,-3,-18,-18,25
CCn1cc(C(=O)Nc2ccc(NC(=O)c3ccco3)cc2)c(=O)c2ccc(C)nc21,1,-2.0,91,-1,11,93,-1,-37,-2,-5

# Further entries follow:
SMILES,GALR2 blocker,MRP1 act,PTEN del growth,Phagocytosis inh,Measles CPE,HCT116 bCat-KO,NPY-Y2 antag,Yeast growth inh,Yeast life ext,E-sel TNF inh
COc1ccccc1S(=O)(=O)Cc1ccc(C(=O)N2CCN(c3ccccn3)CC2)o1,12,0.1,83,1,4,101,3,-3,-5,-9
NC(=O)c1c(-c2ccccc2)oc2ccc(O)cc12,10,-3.5,97,-1,10,91,1,-4,-26,-12
COc1cccc2cc(C(C)=O)c(=O)oc12,15,-2.2,107,-2,9,106,-1,-24,-22,26
O=C(c1ccc(-c2ccccc2)cc1)N1CCN(c2ncccn2)CC1,-6,-3.0,92,1,28,107,8,-15,-16,3
COC(=O)c1cc(OC)c(OC)cc1NC(=O)CCCCCN1C(=O)CCC1=O,-5,-1.6,101,0,14,98,-1,-32,-6,-8
CC(C)CC(c1nnnn1C(C)(C)C)N1CCN(C2CCCC2)CC1 (centres undefined),12,-2.9,83,0,4,81,17,-1,-9,-3
O=C(CSc1nnc(-c2cccs2)n1Cc1ccccc1)NCc1ccc2c(c1)OCO2,-14,-2.6,69,0,4,78,4,-35,-5,6
Cn1c(=O)oc2cc(S(=O)(=O)N3CCCC3)ccc21,0,3.0,98,0,9,110,2,7,-10,6
CCCc1ccc(C(C)NC(=O)c2cnccn2)cc1 (centres undefined),1,-0.1,78,-1,12,84,3,-45,-7,-13
CCOC(=O)NC(=O)C(=CNc1ccccc1C)C(=O)NC(=O)OCC,2,-1.6,99,-2,18,104,0,-55,2,7
CC(NC(=O)CC(O)(C(F)(F)F)C(F)(F)F)c1ccccc1 (centres undefined),-4,-1.2,72,-2,5,70,2,-32,-16,-11
Brc1ccc(-c2nnc(-c3ccccc3)c(N3CCSCC3)n2)cc1,-9,-3.5,62,/,4,70,2,1,-26,-46
CCCOC(=O)c1ccc(NC(=O)C(CC)CC)cc1,9,2.6,93,1,3,97,4,-12,-1,/
O=S(=O)(Nc1nc(CN2CCOCC2)nc2sc3c(c12)CCCC3)c1cc(F)ccc1F,-9,-4.4,88,0,4,82,3,-39,32,-24
CCCOc1ccc(C(=O)N2CCCC2C(=O)O)cc1 (centres undefined),1,-0.2,104,-1,23,90,-2,-6,-4,-9
NCC12CC3CC(C1)CC(CN)(C3)C2,2,-1.9,110,3,10,89,1,7,-10,/
Cc1cc(C)cc(NC(=O)/C=C/c2ccc([N+](=O)[O-])s2)c1,26,-5.4,14,-11,12,26,2,-20,8,-5

# In another format: results already given
molecule	GALR2 blocker	MRP1 act	PTEN del growth	Phagocytosis inh	Measles CPE	HCT116 bCat-KO	NPY-Y2 antag	Yeast growth inh	Yeast life ext	E-sel TNF inh
Brc1ccc(-c2nnc(-c3ccccc3)c(N3CCSCC3)n2)cc1	-9	-3.5	62	/	4	70	2	1	-26	-46
CCOC(=O)NC(=O)C(=CNc1ccccc1C)C(=O)NC(=O)OCC	2	-1.6	99	-2	18	104	0	-55	2	7
Cn1c(=O)oc2cc(S(=O)(=O)N3CCCC3)ccc21	0	3.0	98	0	9	110	2	7	-10	6
CC(NC(=O)CC(O)(C(F)(F)F)C(F)(F)F)c1ccccc1 (centres undefined)	-4	-1.2	72	-2	5	70	2	-32	-16	-11

# Bioassay records from PubChem BioAssay.

# Rows are unselected. Share with any hit: about 6.1%.
